aDG glyco act – alpha-DG glycosylation activation. Pro5-aDG cells, alpha-DG glycosylation AlphaScreen (IIH6); 0% Pro5, 100% B10-LARGE cell signal. activation, % at 10 µM. 0.22% of 360,000 active;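 active = activation of at least 8% versus controls, or a plate z-score of at least 8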;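 also: Pro5 are CHO cells carrying HIG-tagged alpha-DG that lacks glycosylation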
hiPSC survival – hiPSC single-cell survival enhancement; ATPlite luminescence; 100% = ROCK inhibitor wells, 0% = DMSO; survival enhancement, % at 20 µM; 0.044% of 360,000 active; AID 602274; in the data active = survival enhancement above about 18%;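 also: cells exposed to compounds for 16 hours before the ATP read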
Cardio protect – modulators protecting cardiomyocytes from myocardial damage | H9c2 cardiomyocytes, H2O2 injury protection, ATPLite, 2 h | protection from H2O2 cell death, % at 20 µM | 0.63% of 360,000 active | AID 588492;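 active = compounds giving at least 50% protection of heart cells from peroxide-induced death in the single-dose screen, raw or plate-pattern-corrected value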;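 also: 0% = DMSO wells with peroxide and 100% = DMSO wells without peroxide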
m5-HT2A agonist – mouse HTR2A agonism via beta-arrestin recruitment; P35363; CHO-K1 mHTR2A beta-arrestin complementation, luminescence; percent of 30 µM serotonin response; activation, % at 7.6 µM; 0.66% of 360,000 active; AID 624169;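 active = activation above a run cutoff, the mean activation of all tested compounds plus 3 SD, cut at about 14% in these data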;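 also: 0% = plate median of compound wells and 100% = 30 µM serotonin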
Target sequence (P35363 whole entry, looked up): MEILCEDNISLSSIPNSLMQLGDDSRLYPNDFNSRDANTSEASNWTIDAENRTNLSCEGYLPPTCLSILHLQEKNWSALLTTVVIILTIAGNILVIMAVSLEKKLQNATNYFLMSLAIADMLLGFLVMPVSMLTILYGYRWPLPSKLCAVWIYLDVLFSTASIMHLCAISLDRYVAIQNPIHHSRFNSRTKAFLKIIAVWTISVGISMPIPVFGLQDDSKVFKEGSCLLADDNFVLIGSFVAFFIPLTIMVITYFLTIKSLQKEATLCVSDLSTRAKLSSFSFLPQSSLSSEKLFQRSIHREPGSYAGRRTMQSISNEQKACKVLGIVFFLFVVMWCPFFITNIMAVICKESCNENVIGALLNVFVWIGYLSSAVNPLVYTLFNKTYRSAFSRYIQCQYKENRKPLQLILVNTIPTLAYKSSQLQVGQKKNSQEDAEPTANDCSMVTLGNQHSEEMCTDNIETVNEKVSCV
ABHD5 PLIN5 PPI – ABHD5-PLIN5 protein interaction inhibition. Q00G26+Q8WTS1. inhibition, % at 4 µM. 0.78% of 360,000 active. Split G. princeps luciferase complementation, luminescence, 4 h. AID 602281;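 active = inhibition above the mean inhibition across every tested compound plus 3 SD, cut at about 22% in these data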;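 also: 0% = DMSO only wells and the 100% control is not disclosed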
Exocytosis inh – blocks lytic granule exocytosis | TALL-104 LAMP-1 surface exposure, flow cytometry; cells stimulated with thapsigargin and PMA | inhibition, % at 10 µM | 0.66% of 360,000 active;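 active = inhibition above about 55%, limit read from the data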
ABCB6 inh MLPCN – human ABCB6 transporter inhibition; Q9NP58; K562-ABCB6 porphyrin accumulation, flow cytometry, 1 h; active compounds read low; fluorescence ratio to DMSO, % at 10 µM; 0.19% of 360,000 active; AID 602162;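 active = fluorescence ratio to DMSO below 75%, the collection mean minus 3 SD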;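 also: signal is porphyrin accumulated inside mitochondria; 100% equals median channel fluorescence of DMSO control wells; lower ratio means ABCB6 inhibition with less porphyrin fluorescence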
MC4R antagonist – blocks human MC4R cAMP signaling; inhibition, % at 6.5 µM; 0.48% of 360,000 active; MC4R-expressing cells, MTII-stimulated cAMP, LANCE TR-FRET; AID 540295;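 active = inhibition above its plate's cutoff, the mean of tested wells on that plate plus 3 SD, cut at about 29% in these data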;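 also: 0% = Melanotan II alone and 100% = Melanotan II plus saturating MCL0020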
Target sequence (P32245 whole entry, looked up): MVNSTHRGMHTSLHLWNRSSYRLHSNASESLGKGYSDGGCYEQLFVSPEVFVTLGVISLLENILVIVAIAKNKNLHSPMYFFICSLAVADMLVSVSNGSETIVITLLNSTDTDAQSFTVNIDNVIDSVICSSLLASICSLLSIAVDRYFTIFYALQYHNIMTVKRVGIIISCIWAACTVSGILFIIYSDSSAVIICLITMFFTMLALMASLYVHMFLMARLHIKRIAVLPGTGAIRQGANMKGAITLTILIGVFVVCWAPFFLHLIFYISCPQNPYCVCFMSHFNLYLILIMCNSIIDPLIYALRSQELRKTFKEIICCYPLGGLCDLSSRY
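Assay system: U2OS-MC4R stable cell line; Also added: Melanotan II; Technique: Eu-cAMP/anti-cAMP TR-FRET, emission 671 nm; Times: 30-min compound, 1-h challenge, 1-h detection, room temperature.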
N-glyco inh – blocks N-linked glycosylation in D54 reporter cells; 0.23% of 360,000 active; reporter increase, % at 12.5 µM; D54 ERlucT glycosylation luciferase reporter, 24 h; percent of 100 nM tunicamycin response; AID 588692;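 active = mean luciferase reporter signal, scaled so untreated is 0 and the glycosylation-blocking control 100, at or above a set limit in every replicate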;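 also: luciferase carries N-glycosylation sites so blocking glycosylation raises the light; 0% = median of neutral control wells and 100% = median of 100 nM tunicamycin wells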
MC4R barr agon – human MC4R agonism via beta-arrestin; AID 540308; activation, % at 8.9 µM; 0.98% of 360,000 active; U2OS MC4R beta-arrestin complementation, luminescence; percent of melanotan II response, DMSO zero;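 active = activation above a per-plate cutoff, the mean activation of sample wells on that plate plus 3 SD, cut at about 8% in these data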
* marks the source's active call; other numbers are inactive results; . = not tested or not shown. No enrichment for hits; about 4.5% have a hit in one of these screens.

entry | Compound | aDG glyco act | hiPSC survival | Cardio protect | m5-HT2A agonist | ABHD5 PLIN5 PPI
1 | O=C(/C=C/c1ccco1)NC(=S)Nc1ccc(N2CCOCC2)c(Cl)c1 | -0.4 | 1.0 | 13 | 2 | 2
2 | CC(Nc1ccccc1)C(=O)Nc1ccc(F)cc1 (stereo not drawn) | -0.1 | 2.3 | 0 | -2 | 2
3 | COc1ccc(C(=O)NC2CCCc3ccccc32)cc1S(=O)(=O)N1CCOCC1 (stereo not drawn) | -0.2 | -0.3 | 2 | -1 | 6
4 | Cc1cc(/C=C(\C#N)C(=O)NCc2ccccc2)cc(C)c1O | -0.1 | -0.2 | -4 | -3 | 4
5 | COc1ccc(OC)c(NC(=O)C(C)SCc2nc3sc(C)c(C)c3c(=O)[nH]2)c1 (stereo not drawn) | 1.6 | -2.3 | 6 | -7 | 12
6 | CCC(C)(C)c1ccc(OCCCC[n+]2cccc(C)c2C)c(C(C)(C)CC)c1 | 0.3 | -0.7 | -15 | -3 | 13
7 | COc1cccc(NC(=O)c2cccnc2)c1 | -0.3 | 3.1 | -3 | -3 | 2
8 | C=CCn1c(C(CC(C)C)CC(C)O)n[nH]c1=S (stereo not drawn) | -0.2 | -0.4 | -1 | -2 | -4
9 | Nc1nnc(CC(=O)N/N=C/c2ccc(-c3cccc(C(=O)O)c3)o2)s1 | 0.0 | -0.8 | 0 | 0 | -2
10 | Cc1ccc(C)c(OCC(=O)Nc2c[nH]c(=O)[nH]c2=O)c1 | 0.1 | -1.8 | 3 | 6 | -1

entry | Exocytosis inh | ABCB6 inh MLPCN | MC4R antagonist | N-glyco inh | MC4R barr agon
1 | 18 | 208 | -29 | 12 | 22*
2 | 1 | 96 | 12 | 0 | -0.8
3 | 4 | 92 | 8 | 2 | -1.2
4 | 22 | 308 | 3 | 5 | -2.9
5 | 1 | 100 | 0 | 1 | -0.8
6 | 25 | 89 | 3 | 15 | 23*
7 | -2 | 104 | 1 | 1 | -0.3
8 | 1 | 97 | 3 | -2 | -1.2
9 | -2 | 93 | -19 | -1 | -1.5
10 | -2 | 100 | 1 | 2 | -0.2

Continued:
entry | Compound | aDG glyco act | hiPSC survival | Cardio protect | m5-HT2A agonist | ABHD5 PLIN5 PPI
11 | Cc1cc(C(F)F)n2ncc(C(=O)NCc3ccccc3)c2n1 | -0.1 | 7.5 | 3 | -4 | 7
12 | COc1ccc2c(c1)c(=O)oc1cc(OCC(=O)N3CCCC(C)C3)ccc12 (stereo not drawn) | 0.6 | 4.6 | 0 | 7 | 1
13 | CCc1cc(C(=O)Nc2cc(S(=O)(=O)N3CCOCC3)ccc2N2CCN(CC)CC2)sc1C | -0.1 | 1.0 | 3 | 3 | 8
14 | COc1ccccc1CNC(=O)CCn1c(=O)sc2ccccc21 | 0.1 | 1.2 | -5 | -4 | -6
15 | c1ccc(OCCOCCN2CCOCC2)cc1 | 0.4 | -1.3 | -2 | 1 | 2
16 | CC1(C)C([N+](=O)[O-])C(c2ccc(Cl)cc2)NC(c2ccc(Cl)cc2)C1[N+](=O)[O-] (stereo not drawn) | 0.5 | -0.9 | -7 | -3 | -2
17 | CC(=O)Nc1cccc(-c2nc3ccc(NC(C)=O)cc3s2)c1 | -0.4 | -4.7 | -1 | 7 | 2
18 | O=C(CCCc1cccs1)Nc1ccc2c(c1)OCO2 | -0.3 | -0.2 | 1 | -2 | -2
19 | CCNC(=S)NNC(=O)c1cc(-c2ccc(OC)cc2)nc2ccccc12 | -0.2 | -3.2 | -17 | 2 | 3
20 | CCN(CCCNC(=O)COc1cc(=O)n(CC)c2ccccc12)Cc1ccccc1 | -0.4 | 0.3 | -1 | -2 | -2

entry | Exocytosis inh | ABCB6 inh MLPCN | MC4R antagonist | N-glyco inh | MC4R barr agon
11 | -7 | 100 | -5 | -1 | -0.8
12 | -4 | 191 | -5 | -1 | -1.1
13 | 0 | 102 | 10 | -2 | -3.0
14 | -1 | 99 | 9 | -2 | 1.1
15 | 1 | 92 | 1 | 2 | -1.0
16 | 0 | 95 | 16 | -13 | 1.7
17 | -7 | 97 | 5 | -4 | 0.1
18 | 0 | 99 | 10 | -4 | -0.3
19 | -3 | 91 | 0 | -8 | -2.0
20 | 0 | 97 | 9 | 22 | 2.4

Another view of two compounds above:
15. c1ccc(OCCOCCN2CCOCC2)cc1
16. CC1(C)C([N+](=O)[O-])C(c2ccc(Cl)cc2)NC(c2ccc(Cl)cc2)C1[N+](=O)[O-] (stereo not drawn)

| compound no. | 15 | 16 |
| --- | --- | --- |
| aDG glyco act | 0.4 | 0.5 |
| hiPSC survival | -1.3 | -0.9 |
| Cardio protect | -2 | -7 |
| m5-HT2A agonist | 1 | -3 |
| ABHD5 PLIN5 PPI | 2 | -2 |
| Exocytosis inh | 1 | 0 |
| ABCB6 inh MLPCN | 92 | 95 |
| MC4R antagonist | 1 | 16 |
| N-glyco inh | 2 | -13 |
| MC4R barr agon | -1.0 | 1.7 |

New compounds follow:
entry | Compound | aDG glyco act | hiPSC survival | Cardio protect | m5-HT2A agonist | ABHD5 PLIN5 PPI
21 | CCN(CC)C(=O)Cn1cc(C(=O)C(=O)NCc2ccco2)c2ccccc21 | 0.1 | 1.3 | 1 | 1 | 3
22 | CCc1cccc2sc(N3CCN(C(=O)c4ccc([N+](=O)[O-])o4)CC3)nc12 | -0.1 | -0.6 | 2 | -1 | -5
23 | CCOc1ccc(/C=C(/C#N)c2nnc(N3CCOCC3)n2-c2ccccc2)cc1OC | 0.1 | 0.8 | 4 | -1 | -2
24 | Cc1ccc(S(=O)(=O)N(C)C)cc1NC(=O)COC(=O)c1ccc2c(c1)NC(=O)CS2 | 0.1 | -0.8 | -11 | -3 | 0
25 | O=C(NCc1ccccc1)c1cccc(F)c1F | 0.1 | 1.0 | 1 | 1 | 1
26 | c1cc[n+](CCC[n+]2ccccc2)cc1 | 0.2 | -0.4 | 1 | 1 | -2
27 | Cc1nc(NC(=O)CSc2nnc3ccccn23)c(Cl)cc1Cl | -0.2 | 1.8 | 9 | 1 | -1
28 | Cc1cccc(NC(=O)c2ccc(C)c(S(=O)(=O)N3CCCCC3)c2)n1 | -0.2 | 0.3 | -1 | 5 | 2
29 | COc1ccc(-c2csc(/C(C#N)=C/Nc3ccc4c(c3)OCCO4)n2)cc1 | -0.3 | -0.5 | 1 | -1 | 0
30 | COc1ccc(C2Nc3ccccc3C(=O)N2c2ccc(F)cc2)cc1Cn1nnc2ccccc21 (stereo not drawn) | 0.5 | 1.5 | 7 | -3 | -2

entry | Exocytosis inh | ABCB6 inh MLPCN | MC4R antagonist | N-glyco inh | MC4R barr agon
21 | 0 | 102 | 0 | 2 | -1.0
22 | 4 | 98 | 9 | 5 | -2.9
23 | 2 | 91 | -2 | -2 | -2.4
24 | -5 | 101 | 7 | 0 | -0.9
25 | -5 | 101 | 13 | 0 | -2.9
26 | 8 | 102 | -1 | 0 | -1.6
27 | -2 | 103 | 3 | 2 | -2.1
28 | -6 | 100 | 5 | -2 | -1.3
29 | -6 | 120 | 3 | -4 | 6.9
30 | -9 | 100 | 12 | -3 | -0.6

(next part)
entry | Compound | aDG glyco act | hiPSC survival | Cardio protect | m5-HT2A agonist | ABHD5 PLIN5 PPI
31 | O=C1CS/C(=N/N=C/c2cccs2)N1Cc1ccc(F)cc1 | 0.1 | 2.5 | -26 | -1 | -6
32 | CCOC(=O)C(=CNc1cc(C)ccc1[N+](=O)[O-])C(=O)OCC | 0.2 | -0.1 | 3 | 4 | -1
33 | COc1ccc(NC2CCCN(C(=O)CSc3ccccc3)C2)cc1OC (stereo not drawn) | 0.1 | -0.1 | -1 | -6 | -1
34 | O=C(Nc1c(-c2ccccc2)[nH][nH]c1=O)c1ccc(-c2ccccc2)cc1 | -0.1 | . | . | -6 | -30
35 | CCNC(=O)C1(C)CCN(Cc2csc(-c3ccccc3)n2)C1 (stereo not drawn) | 0.2 | -0.9 | 0 | -4 | 5
36 | Cn1c(-c2cc3c(C(F)(F)F)nn(C)c3s2)n[nH]c1=S | 0.1 | 3.6 | 6 | 0 | -1
37 | Cc1ccc(C)c(NCC(=O)c2ccc(Cl)cc2)c1 | -0.1 | -0.1 | -8 | 2 | 21
38 | CC(=O)Nc1ccc(S(=O)(=O)c2cc(O)ccc2O)cc1 | 0.0 | -0.2 | 5 | 3 | 1
39 | CCCc1cc(=O)oc2cc(C)c(CN3CCCC3)c(O)c12 | -0.2 | 1.4 | 5 | -1 | 2
40 | COc1cc(/C=N/NC(=O)c2ccc(NS(=O)(=O)c3cccs3)cc2)cc(OC)c1O | -0.2 | -0.6 | -4 | 0 | -1

entry | Exocytosis inh | ABCB6 inh MLPCN | MC4R antagonist | N-glyco inh | MC4R barr agon
31 | -26 | 94 | 11 | -2 | 0.6
32 | 8 | 93 | -5 | 3 | 0.9
33 | -1 | 98 | -7 | 3 | -2.8
34 | -3 | . | . | . | .
35 | 2 | 97 | -1 | -3 | -1.7
36 | -1 | 90 | 5 | 0 | -1.5
37 | 2 | 294 | 1 | 2 | 1.2
38 | -4 | 98 | 2 | 1 | -1.1
39 | 11 | 97 | 0 | 0 | -2.3
40 | 0 | 103 | -9 | -1 | 1.1

5 of these compounds, set out differently.
35) CCNC(=O)C1(C)CCN(Cc2csc(-c3ccccc3)n2)C1 (stereo not drawn)
36) Cn1c(-c2cc3c(C(F)(F)F)nn(C)c3s2)n[nH]c1=S
31) O=C1CS/C(=N/N=C/c2cccs2)N1Cc1ccc(F)cc1
40) COc1cc(/C=N/NC(=O)c2ccc(NS(=O)(=O)c3cccs3)cc2)cc(OC)c1O
38) CC(=O)Nc1ccc(S(=O)(=O)c2cc(O)ccc2O)cc1
Assay by compound	35	36	31	40	38
aDG glyco act	0.2	0.1	0.1	-0.2	0.0
hiPSC survival	-0.9	3.6	2.5	-0.6	-0.2
Cardio protect	0	6	-26	-4	5
m5-HT2A agonist	-4	0	-1	0	3
ABHD5 PLIN5 PPI	5	-1	-6	-1	1
Exocytosis inh	2	-1	-26	0	-4
ABCB6 inh MLPCN	97	90	94	103	98
MC4R antagonist	-1	5	11	-9	2
N-glyco inh	-3	0	-2	-1	1
MC4R barr agon	-1.7	-1.5	0.6	1.1	-1.1

Other structures.
entry | Compound | aDG glyco act | hiPSC survival | Cardio protect | m5-HT2A agonist | ABHD5 PLIN5 PPI
41 | CCCC(=O)OCC(=O)Nc1cc(C(C)(C)C)nn1-c1ccccc1 | 0.0 | 0.6 | 2 | 0 | -2
42 | NS(=O)(=O)c1ccc(NC(=O)c2cc(-c3cc(Cl)ccc3O)n[nH]2)cc1 | -0.2 | -0.2 | 8 | -5 | 13
43 | COc1cccc(OC)c1C(=O)N1CCN(S(=O)(=O)c2ccccc2)CC1 | -0.3 | -1.5 | 0 | -5 | -3
44 | Nc1nc(SCC(=O)N2CCN(c3ccccc3)CC2)n[nH]1 | -0.2 | 0.6 | -4 | -2 | 3

entry | Exocytosis inh | ABCB6 inh MLPCN | MC4R antagonist | N-glyco inh | MC4R barr agon
41 | 2 | 91 | 5 | 1 | -1.4
42 | 27 | 97 | 4 | 1 | 1.1
43 | 1 | 93 | 7 | -1 | -1.6
44 | 0 | 94 | 8 | 1 | -3.3
